Assay outcomes (PubChem)
TMEM16A act = activates or potentiates the mouse TMEM16A chloride channel; 0.3% of 340,000 active; Q8BHY3; AID 623877; B-score at 10 µM; HEK293 TMEM16A/YFP-H148Q/I152L, iodide quench fluorescence; active compounds read low;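 active = fluorescence-ratio B-score plate-corrected deviation score at least 3 library SD below zero, with starting fluorescence score within 5 deviations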;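 also: channel opened by trigger with iodide after compound preincubation; score built on the fluorescence ratio of max minus min over baseline; more negative score means more quench and so TMEM16A activation or potentiation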
TRPC6 activator = activates the mouse TRPC6 cation channel. AID 2550. 0.13% of 310,000 active. Q61143. HEK293-TRPC6 membrane potential dye fluorescence; active compounds read high. B-score at 10 µM;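 active = B-score of the integrated fluorescence ratio above library mean plus 3 SD, and starting fluorescence ratio within library mean plus 5 SD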;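 also: higher score means more depolarization so channel activation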
SKKanGAS inh = inhibitors of SKKanGAS S. pyogenes growth in kanamycin (SK-promoter or general growth effect). BacTiter-Glo, 6 h. inhibition, % at 7.5 µM. 1.3% of 300,000 active. AID 1662;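 active = mean replicate score, as percent of positive control median, at least 50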;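 also: strain carries kanamycin resistance gene driven by streptokinase promoter and grows in 40 µg/ml kanamycin; loss of luminescence reflects streptokinase promoter inhibition or plain growth inhibition; 0% = median of DMSO wells and 100% = positive control at its reference dose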
MrgX1 PAM = allosterically activates human MrgX1 receptor signaling; Q96LB2; MrgX1-HEK293, Fluo-4 calcium flux, FDSS; active compounds read high; B-score at 10 µM; 0.63% of 310,000 active; AID 588675;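 active = plate-corrected calcium response at least 3 library SD above typical, normal starting fluorescence, not activating the receptor alone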;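 also: compound read alongside a low EC10 to EC30 dose of BAM8-22 agonist; peak minus trough fluorescence over baseline measured at the second addition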
Target sequence (Q96LB2 whole entry, looked up): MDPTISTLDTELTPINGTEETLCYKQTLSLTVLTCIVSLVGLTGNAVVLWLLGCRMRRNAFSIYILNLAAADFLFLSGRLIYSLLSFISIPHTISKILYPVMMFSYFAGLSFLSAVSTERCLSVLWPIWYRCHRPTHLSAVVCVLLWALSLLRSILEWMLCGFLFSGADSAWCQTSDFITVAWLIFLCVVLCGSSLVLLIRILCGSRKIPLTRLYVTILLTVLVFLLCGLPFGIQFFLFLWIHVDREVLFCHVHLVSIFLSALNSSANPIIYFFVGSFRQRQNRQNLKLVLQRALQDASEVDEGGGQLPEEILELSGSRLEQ
RGS4 pot = RGS4 potentiation or activation; B-score at 10 µM; HEK293 M3R/inducible RGS4, carbachol calcium flux Fluo4; active compounds read low; AID 463111; 0.92% of 310,000 active;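 active = B-score of the integrated calcium signal more than 4 SD below the library mean, with starting fluorescence not abnormally high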;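 also: negative B-score means reduced calcium response which marks RGS4 activation or potentiation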
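test system = M3R-expressing HEK293 line, RGS4 induced by doxycycline | probe or stimulus = carbachol at ECmax as muscarinic agonist stimulus | timing = dye loading 30 min 37 °C, buffer rest 30 min RT | signal = calcium dye Fluo4 fluorescence | evaluation = B score from integrated fluorescence ratio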
MrgX1 antagonist = blocks BAM8-22 activation of human MrgX1 receptor | Q96LB2 | MRGX1-HEK293 calcium flux, Fluo-4, BAM8-22 antagonism; active compounds read low | B-score at 10 µM | 1.3% of 310,000 active | AID 588676;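 active = calcium-response B-score plate-corrected more than 3 library SD below zero, starting fluorescence within 5 deviations, no agonist response on first addition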;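 also: peak minus trough fluorescence over baseline after final BAM8-22 challenge near maximal dose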
ANO1 block = inhibitors of mouse TMEM16A calcium-activated chloride channel | Q8BHY3 | HEK293 TMEM16A/YFP iodide influx fluorescence, ionomycin | normalized B-score (activity score, 25-100; higher = stronger inhibition) at 10 µM | 1.2% of 310,000 active | AID 588511;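 active = ratio plate-corrected score three or more library SD toward inhibition, starting fluorescence score within five deviations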;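 also: score derived from kinetic fluorescence span divided by baseline fluorescence per well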
TRPC6 inhibitor = blocks the mouse TRPC6 cation channel; 1.1% of 310,000 active; B-score at 10 µM; Q61143; HEK293-TRPC6, membrane potential dye, ACh-evoked depolarization; active compounds read low; AID 2553;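 active = B-score under library mean minus 3 SD, initial fluorescence not abnormally high, positive integrated signal ratio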;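 also: B-score derived from integrated fluorescence ratio over the kinetic read; more negative B-score means stronger inhibition of depolarization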
HDAC3 inh = human HDAC3 inhibition; inhibition, % at 8.3 µM; AID 2718; 0.15% of 320,000 active; recombinant HDAC3, fluorogenic peptide/trypsin coupled, fluorescence; in the data active = inhibition above about 26%, passing the limit was not always enough
Target sequence (O15379 whole entry, looked up): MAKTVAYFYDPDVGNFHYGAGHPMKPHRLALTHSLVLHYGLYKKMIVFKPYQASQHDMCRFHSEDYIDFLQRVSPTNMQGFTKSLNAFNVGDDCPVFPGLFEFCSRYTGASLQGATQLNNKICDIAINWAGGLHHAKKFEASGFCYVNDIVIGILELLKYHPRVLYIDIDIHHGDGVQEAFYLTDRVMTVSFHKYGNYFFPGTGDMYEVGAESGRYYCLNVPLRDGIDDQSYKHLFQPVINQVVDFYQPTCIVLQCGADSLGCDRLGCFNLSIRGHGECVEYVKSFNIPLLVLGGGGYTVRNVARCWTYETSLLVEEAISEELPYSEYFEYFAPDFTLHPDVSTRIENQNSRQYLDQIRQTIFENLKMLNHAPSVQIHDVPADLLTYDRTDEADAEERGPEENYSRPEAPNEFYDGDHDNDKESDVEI
MrgX1 agonist = agonists of human MrgX1 receptor. Q96LB2. MrgX1-HEK293 cells, Fluo-4 calcium fluorescence, agonist mode; active compounds read high. B-score at 10 µM. 0.44% of 310,000 active;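 active = calcium response B-score plate-corrected fluorescence ratio at least 3 library SD, with starting fluorescence B-score inside 5 SD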
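Assay system: stable human MrgX1 HEK293 cell line. Quantity: 15,000 cells per well. Schedule: cells plated overnight, dye loaded 0.5 h 37 °C, 0.5 h room temperature. Detection: Fluo-4 NW calcium-flux fluorescence, kinetic read. Read-out basis: peak-minus-minimum fluorescence over baseline, converted to B scores. Control set: positive and negative control wells on each plate.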
RGS4 inh = human RGS4 inhibition | HEK293 M3R/RGS4 inducible, Fluo-4 calcium flux; active compounds read high; triggered by carbachol at its EC20 | B-score at 10 µM | 0.45% of 310,000 active;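 active = B-score, a plate-corrected calcium signal, over three deviations above library mean, with baseline fluorescence within five deviations of library mean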;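 also: RGS4 expression induced by doxycycline in cells with stable M3 receptor; B-score is computed from the integrated fluorescence ratio over baseline after carbachol; higher B-score means a larger calcium signal and so more RGS4 inhibition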
Target sequence (P49798 whole entry, looked up): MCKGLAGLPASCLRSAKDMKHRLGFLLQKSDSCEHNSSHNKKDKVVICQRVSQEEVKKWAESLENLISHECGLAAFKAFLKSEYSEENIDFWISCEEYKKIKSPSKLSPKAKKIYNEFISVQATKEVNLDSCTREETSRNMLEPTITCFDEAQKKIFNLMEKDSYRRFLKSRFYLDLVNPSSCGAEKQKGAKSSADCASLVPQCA
Active calls of the source: *; i = inactive; / = not tested or not shown.

SMILES	TMEM16A act	TRPC6 activator	SKKanGAS inh	MrgX1 PAM	RGS4 pot	MrgX1 antagonist	ANO1 block	TRPC6 inhibitor	HDAC3 inh	MrgX1 agonist	RGS4 inh
Cc1ccc(-c2nc(-c3cccnc3)no2)cc1	i	i	-1	i	i	i	i	i	3	i	i
COc1cc(NC(=O)c2ccc(N3CC4CC(C3)c3cccc(=O)n3C4)c(NC(=O)c3ccncc3)c2)cc(OC)c1OC (centres undefined)	i	i	-6	i	i	i	i	i	3	i	i
O=S(=O)(Cc1ccccc1)N1CCn2c(nc3ccccc32)C1	i	i	1	i	i	i	i	i	2	i	i
COc1ccc(N/C=C(/C(C)=O)c2ccccc2)cc1	i	i	1	i	i	i	i	i	2	i	i
Clc1ccc2c(c1)C(C1=NCCN1)c1ccccc1CS2 (centres undefined)	i	i	2	i	i	i	i	i	-6	i	i
Cc1ccc(C(=O)OCC(=O)Nc2ccc3c(c2)OCO3)o1	i	i	-8	i	i	i	i	i	8	i	i
CC(=O)c1c(C)[nH]c(C(=O)NC(C)c2ccccc2)c1C (centres undefined)	i	i	14	i	i	i	i	i	7	i	i
Cc1oc(-c2ccccc2Cl)nc1CS(=O)(=O)CC(=O)NC1CCCC1	i	i	-2	i	i	i	i	i	/	i	i
COc1ccccc1NC(=O)C(C)OC(=O)C1CCN(S(=O)(=O)c2ccc(C)c(C)c2)CC1 (centres undefined)	i	i	-14	i	i	i	i	i	2	i	i
Cn1cc(C(=O)c2cccc(Cl)c2Cl)cc1C(=O)O	i	i	-2	i	i	i	i	i	-2	i	i
COc1ccc(/C(O)=C(\C#N)c2nc3ccccc3n2C)cc1OC	i	i	0	i	i	i	i	i	10	i	i
NC(=O)CC(NC(=O)Cc1ccc(Br)cc1)c1ccc(N2CCN(c3ccc(F)cc3)CC2)c([N+](=O)[O-])c1 (centres undefined)	i	i	25	i	i	i	i	i	1	i	i

Part of the list above, showing only RGS4 pot:
| compound | RGS4 pot |
| --- | --- |
| COc1ccc(N/C=C(/C(C)=O)c2ccccc2)cc1 | i |
| Clc1ccc2c(c1)C(C1=NCCN1)c1ccccc1CS2 (centres undefined) | i |

The results go on.
SMILES	TMEM16A act	TRPC6 activator	SKKanGAS inh	MrgX1 PAM	RGS4 pot	MrgX1 antagonist	ANO1 block	TRPC6 inhibitor	HDAC3 inh	MrgX1 agonist	RGS4 inh
O=C(N/N=C/c1ccc([N+](=O)[O-])cc1)c1cccs1	i	i	-7	i	i	i	i	i	4	i	i
COC(=O)[C@@H]1C[C@@]2(O)[C@@H](O)[C@@H](O)[C@@H](O)C[C@H]2N1C/C=C/c1ccccc1	i	i	-2	i	i	i	i	i	1	i	i
COc1ccc(-n2nnnc2SCC(=O)Nc2ccc3c(c2)OCCO3)c(OC)c1	i	i	5	i	i	i	i	i	0	i	i
CCSc1ccccc1C(=O)N1CCN(Cc2ccc3c(c2)OCO3)CC1	i	i	-5	i	i	i	i	i	5	i	i
Cc1ccc(S(=O)(=O)N(C)C)cc1NC(=O)COC(=O)Cc1ccc(Br)cc1	i	i	-12	i	i	i	i	i	-2	i	i
CNC(=O)c1ccsc1NC(=O)c1coc2ccccc2c1=O	i	i	-12	i	i	i	i	i	-1	i	i
COc1cc(/C(C)=N/NC(=O)c2nnn(-c3nonc3N)c2-c2cccs2)ccc1O	i	i	-1	i	i	i	i	i	-4	i	i
CC(C)(C)OC(=O)N1CCC(c2c(C(=O)NCC3CCN(C4CCCC4)C3)cnn2-c2cccc(Cl)c2)CC1 (centres undefined)	i	i	4	i	i	i	i	i	0	i	i
S=C(Nc1ccc2nccnc2c1)N1CCCC1	i	i	-17	i	i	i	i	i	1	i	i
CCN1CCN(C(=O)C(NS(=O)(=O)c2ccc3nc(C)sc3c2)C(C)C)CC1 (centres undefined)	i	i	-6	i	i	i	i	i	1	i	i
O=C(CC(C(=O)O)c1ccc(Cl)cc1Cl)c1ccc(Cl)cc1 (centres undefined)	i	i	13	i	i	i	i	i	-6	i	i
Cc1nc(CC(=O)N2CCN(S(=O)(=O)c3ccccc3C#N)CC2)cs1	i	i	-1	i	i	i	i	i	-10	i	i
COCCNC(=O)CN(C(=O)CCC(=O)Nc1ccccn1)c1ccccc1F	i	i	8	i	i	i	i	i	0	i	i
COc1ccc2cc(C(=O)C3CCCN(C(=O)c4csnn4)C3)ccc2c1 (centres undefined)	i	i	-2	i	i	i	i	i	-49	i	i
O=C(CCCN1C(=O)/C(=C/c2ccco2)SC1=S)Nc1cccc(C(=O)O)c1	i	i	3	i	i	i	i	i	1	i	i
Cc1c(OCc2nn[nH]n2)ccc2c(-c3ccccc3)cc(=O)oc12	i	i	14	i	i	i	i	i	4	i	i
COc1cc(/C=N/n2c(C)nnc2C)cc(OC)c1OC	i	i	-5	i	i	i	i	i	-4	i	i
O=C(Nc1ccc(Br)cc1)c1cnc[nH]1	i	i	2	i	i	i	i	i	2	i	i
O=C(NCc1ccc(F)cc1)c1cc2c(s1)CS(=O)(=O)C2	i	i	32	i	i	i	i	i	10	i	i
COc1cc(C(=S)N2CCC(Cc3ccccc3)CC2)ccc1OCC(N)=O	i	i	-2	i	i	i	i	i	-4	i	i
O=[N+]([O-])c1cccc(NC(=S)NCCc2ccccc2)c1	i	i	-15	i	i	i	100*	i	5	i	i
CC(=O)Nc1ccc(C(=O)CN2CCN(c3ccccc3)CC2)cc1	i	i	-1	i	i	i	i	i	-1	i	i
CCC1C(O)=C(c2ccccn2)C(=N)N1c1ccccc1 (centres undefined)	i	i	2	i	i	i	i	i	4	i	i
Cc1ccc(-c2csc(N3CCC(C(N)=O)(N4CCCCC4)CC3)n2)cc1	i	i	-3	i	i	i	i	i	13	i	i
Cc1ccc(Oc2ncccc2NC(=O)CCCC(=O)O)c2c1CCC2	i	i	0	i	i	i	i	i	3	i	i
CC1CCCCC1NC(=O)c1cc2c(s1)CS(=O)(=O)C2 (centres undefined)	i	i	-4	i	i	i	i	i	-5	i	i
Cn1c(CNc2ccc(O)cc2)nc2ccccc21	i	i	2	i	i	i	i	i	2	i	i
Cc1ccc(C)c(N(CC(=O)N/N=C/c2ccc(-c3ccc([N+](=O)[O-])cc3)o2)S(=O)(=O)c2ccccc2)c1	i	i	23	i	i	i	i	i	-2	i	i
COc1cc2cc(C)c(SCC(=O)N3CCN(C(=O)c4ccco4)CC3)nc2cc1OC	i	i	-12	i	i	i	i	i	1	i	i
CCOC(=O)CNC(=O)CSc1nc2cccnc2n1C	i	i	-1	i	i	i	i	i	1	i	i
CCCc1nc2ccc(NC(=O)c3cccs3)cc2c(=O)n1Cc1ccccc1Cl	i	i	10	i	i	i	i	i	-1	i	i
O=C(COC(=O)c1ccc2c(c1)S(=O)(=O)N=C1CCCCCN12)NCc1cccs1	i	i	-8	i	i	i	i	i	/	i	i
COc1ccc(C)cc1NC(=S)NNC(=O)c1ccccc1Cl	i	/	/	i	/	i	i	/	1	i	/
Cc1cnc(CNC(=O)CC2C(=O)NCCN2Cc2ccccc2F)cn1 (centres undefined)	i	i	0	i	i	i	i	i	2	i	i
COc1cccc(CN2CCC(C(=O)Nc3ccc(-c4cccc(C)c4)cc3)CC2)c1O	i	i	2	i	i	i	i	i	7	i	i
COc1ccc(CN(CC(=O)NCC2CCCO2)C(=O)CNS(=O)(=O)c2ccccc2)cc1 (centres undefined)	i	i	-5	i	i	i	i	i	-7	i	i
O=C(/C=C/c1ccc(Cl)cc1Cl)NCCSCc1ccccc1	i	i	6	i	i	i	100*	i	6	i	i
Cc1ccc(C(=O)/C=C/Nc2ccccc2C(N)=O)cc1	i	i	1	i	i	i	i	i	-1	i	i
O=C(Oc1cccc(-n2cnnn2)c1)c1ccco1	i	i	-2	i	i	-6.5*	i	i	32*	i	i
COc1ccc(NC(=O)Cn2ncn3c(cc4ccccc43)c2=O)c(OC)c1OC	i	i	3	i	i	i	i	i	1	i	i
CC1(C(=O)NNC(=O)c2ccc(=O)oc2)CC1Br (centres undefined)	i	i	1	i	i	i	i	i	-17	i	i
Cc1cc(NC(=O)c2ccccc2C)no1	i	i	-1	i	i	i	i	i	-2	i	i
COc1ccc(/C=N/NC(=S)NCC2CCCO2)cc1 (centres undefined)	i	i	-2	i	i	i	i	i	5	i	i
Nc1cnc(Nc2ccc(Br)cc2)nc1N	i	i	13	i	i	i	i	i	-1	i	i
COc1ccc(NC(=O)c2ccc(-n3cncn3)c([N+](=O)[O-])c2)cc1OC	i	i	-1	i	i	i	i	i	6	i	i
COc1cccc(-c2nc(N3CCN(Cc4ccccc4)CC3)c3ccccc3n2)c1O	i	/	/	i	/	i	i	/	3	i	/
CCCc1cc(=O)[nH]c(SCC(=O)N(C)CC(=O)Nc2ccccc2CC)n1	i	i	3	i	i	i	i	i	0	i	i
O=C(CSc1nnc2n1CCCN2)c1ccc(Cl)cc1	i	i	1	i	i	i	i	i	1	i	i
C=C1SC(Nc2c(C)cc(C)cc2C)=NC12CCCCC2	i	i	28	i	i	i	i	i	-1	i	i
COc1ccc(C)cc1NC(=O)CSc1nc(SC)ns1	i	i	-3	i	i	i	i	i	1	i	i
CCCNC(=O)C1(CC2CC(c3ccccc3)=NO2)CCN(C(=O)c2cc(OCC)c(OCC)c(OCC)c2)CC1 (centres undefined)	i	i	4	i	i	i	i	i	2	i	i
Cc1ccc(-c2nc(NC(=O)c3nn(C)cc3[N+](=O)[O-])sc2C)cc1C	i	i	23	i	i	i	i	i	9	i	i
O=C(Nc1ccc(N2CCOCC2)cc1)C1CC1	i	i	-2	i	i	i	i	i	-8	i	i
Cc1cc(C)c(C)c(S(=O)(=O)N2CCC(C(=O)N3CC(C)CC(C)C3)CC2)c1C (centres undefined)	i	i	-5	i	i	i	i	i	1	i	i
Cc1ccc(SCc2cc(=O)[nH]c(N3CCOCC3)n2)cc1	i	i	-7	i	i	i	i	i	-17	i	i
Cc1cccc(-c2nc(CS(=O)CC(=O)NC(C)CCc3ccccc3)c(C)o2)c1 (centres undefined)	i	i	-2	i	i	i	i	i	6	i	i
Cc1ccc(S(=O)(=O)/N=C/c2cc(Br)ccc2O)cc1	i	i	-6	i	i	i	i	i	1	i	i
